BRCT inh green – qHTS Assay for Inhibitors of BRCT-Phosphoprotein Interaction (Green Fluorophore). BRCA1 BRCT-phosphopeptide binding, green fluorescence polarization. Potency, µM (series often up to 76.9 µM), for inactives: top-dose activity change, negative = inhibition, usual class: inhibitors. 0.05% of 75,000 active. AID 875, 2007;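 also: potency is read from the fitted curve at half-maximal effect; plate controls were peptide without protein for full effect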
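Fluorescence polarization: His-tagged BRCT (~35 kDa BRCA1 C-terminus, 250 nM) bound to 100 nM fluorescein-labeled phosphorylated 10-aa BACH1 peptide, pH 7.3 phosphate buffer with DTT and Tween 20. Compounds incubated 12 min at room temperature; inhibition read as lowered polarization.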
Tau fil binding – qHTS Assay for Tau Filament Binding; 2% of 71,000 active; recombinant tau filaments, thioflavin S fluorescence, 15 h; filaments grown with octadecylsulfate alongside compound; Potency, µM (titrated, usually from 57.1 µM), for inactives: at the highest dose activity change, negative = inhibition; Microtubule-associated protein tau (Homo sapiens), P10636;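 also: potency is read from the fitted curve at half-maximal effect; % is scaled to controls: 0 for no effect and ±100 for the full control effect; actives lower thioflavin S fluorescence by blocking filaments or displacing dye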
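Tau 2 uM in ThS buffer dispensed; compound added; 60 uM ODS added (finals 1 uM tau, 30 uM ODS); 15 h 37 C; fluor ex450/em510.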
Rhodamine autofl – qHTS Assay for Spectroscopic Profiling in Rhodamine Spectral Region; Rhodamine-region fluorescence, 547/598 nm, Tris buffer; hits give high values; max dye-equivalent concentration, M; 0.05% of 59,000 active; in the data active = max dye-equivalent concentration above about 11 nM; inconclusive = between about 1.1 nM and that limit
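qHTS spectral profiling of compounds without any target or enzyme present, in pH 8.0 Tris buffer; plates were read after a 15-minute room-temperature incubation using the rhodamine-region filter set.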
DNA Pol III inh – qHTS Assay for Inhibitors of DNA Polymerase III Holoenzyme System. reconstituted DNA polymerase III holoenzyme replication, biochemical. Potency, µM (highest dose often 57.1 µM), without a hit: at the top dose activity change, negative = inhibition. 0.25% of 71,000 active. AID 603, 2007; also: potency is read from the fitted curve at half-maximal effect; % is scaled to controls: 0 for no effect and ±100 for the full control effect
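Reconstituted *E. coli* holoenzyme (0.35 nM Pol III, 1 nM beta, 154 nM SSB, 2 nM primase) was preincubated with compound for 15 min at RT. Synthesis on 1.4 nM ssM13Gori ran 35 min, then was stopped with PicoGreen/EDTA and read as dsDNA fluorescence.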
BRCT PPI red – qHTS Assay for Inhibitors of BRCT-Phosphoprotein Interaction (Red Fluorophore) | Breast cancer type 1 susceptibility protein (Homo sapiens), P38398 | BRCT-phosphopeptide binding, red fluorescence polarization | Potency, µM (series often up to 76.9 µM), without a hit: top-dose activity change, negative = inhibition, hits mostly inhibitors | 0.03% of 75,000 active | AID 892, 2007; also: % is scaled to controls: 0 for no effect and ±100 for the full control effect
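Rhodamine-labelled pBACH1 10-mer (100 nM) bound to BRCT domain (100 nM) at pH 7.3; compounds incubated 12 min room temperature, polarization read. Free peptide defines full inhibition; unlabelled decapeptide titrated as control.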
15-hLO inh – qHTS Assay for Inhibitors of 15-hLO (15-human lipoxygenase); Potency, µM (doses to about 57.1 µM), inactives show top-dose activity change, negative = inhibition, most hits filed as inhibitors; Polyunsaturated fatty acid lipoxygenase ALOX15 (Homo sapiens), P16050; 1.4% of 74,000 active; purified 15hLO-1, xylenol orange hydroperoxide absorbance; AID 887, 2007; also: potency is read from the fitted curve at half-maximal effect; % is scaled to controls: 0 for no effect and ±100 for the full control effect; nearly all actives have a fitted effect of over 55% in size
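Quantitative HTS in 25 mM Hepes pH 7.5 containing 0.01% Triton X-100: human 15hLO-1 at 40 nM, arachidonic acid at 50 uM, 6 min turnover. Product quantified via ferrous oxidation/xylenol orange, 573:405 nm absorbance ratio.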
USP2a inhib – qHTS Assay for Inhibitors of Ubiquitin-specific Protease USP2a; USP2a enzymatic assay, qHTS inhibition; 0.1% of 60,000 active; Potency, µM (doses to about 38.3 µM), for the others: at the top dose activity change, negative = inhibition, actives largely listed as inhibitors; Ubiquitin carboxyl-terminal hydrolase 2 (Homo sapiens), O75604; AID 927, 2007;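 also: potency is read from the fitted curve at half-maximal effect; nearly all actives have a fitted effect of over 60% in size; plate controls were DMSO for no effect and NEM full inhibition control for full effect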
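USP2 core (20nM final) preincubated 30 min RT with compound, then Ub-PLA2 20nM and NBD C6-HPC 20uM final added; buffer 20mM Tris-HCl pH 8.0, 2mM CaCl2. Fluorescence Ex 460/Em 535 read at 0 and 2.5 h; normalized to NEM.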
Casp7 inh – qHTS Assay for Allosteric/Competitive Inhibitors of Caspase-7. 0.02% of 75,000 active. recombinant caspase-7, Ac-DEVD-AFC fluorescence rate. Potency, µM (highest dose often 57.5 µM), for the others: top-dose activity change, negative = inhibition, hits mostly inhibitors; active = well fitted inhibition curve with a large enough effect in the main read-out, with a control signal flat, not every such curve was filed as active; inconclusive = small, poorly fitted or top-dose-only effect, or a change in a side signal; also: potency is read from the fitted curve at half-maximal effect; % of control where 0% means no effect
Target sequence (P55210 24-198 limits assumed): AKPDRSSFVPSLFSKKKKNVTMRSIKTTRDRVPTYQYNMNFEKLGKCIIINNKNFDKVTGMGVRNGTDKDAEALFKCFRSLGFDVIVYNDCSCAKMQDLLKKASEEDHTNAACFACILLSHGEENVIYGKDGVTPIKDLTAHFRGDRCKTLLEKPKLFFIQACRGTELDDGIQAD
Target sequence (P55210 207-303 limits assumed): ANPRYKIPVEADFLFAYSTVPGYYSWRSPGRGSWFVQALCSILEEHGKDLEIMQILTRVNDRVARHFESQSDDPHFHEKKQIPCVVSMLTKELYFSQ
HEK293 cAMP cs – qHTS Assay for Agonists of the Thyroid Stimulating Hormone Receptor: Activators of Intracellular cAMP Concentrations in Parental HEK 293; parental HEK293 CNG cAMP sensor, membrane potential fluorescence; Potency, µM (titrated, usually from 57.1 µM), inactives show at the highest dose activation, actives largely listed as activators; 2.5% of 73,000 active; also: potency is read from the fitted curve at half-maximal effect; % of control where 0% means no effect; nearly all actives have a fitted effect of over 55% in size
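Parental HEK 293 cells stably expressing a cAMP-gated CNG channel were loaded with membrane potential dye containing 100 uM RO 20-1724 for 60 min. Compound added for 30 min; depolarization read as fluorescence intensity at 590 nm.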
Casp1 inh – qHTS Assay for Allosteric/Competitive Inhibitors of Caspase-1. P29466. 0.03% of 75,000 active. Caspase-1 enzyme, Ac-WEHD-AFC fluorogenic rate. Potency, µM (highest dose often 57.5 µM), inactives show top-dose activity change, negative = inhibition, usual class: inhibitors;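 also: potency is read from the fitted curve at half-maximal effect; plate controls were vehicle for no effect and no substrate for full effect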
Target sequence (P29466 120-297 limits assumed): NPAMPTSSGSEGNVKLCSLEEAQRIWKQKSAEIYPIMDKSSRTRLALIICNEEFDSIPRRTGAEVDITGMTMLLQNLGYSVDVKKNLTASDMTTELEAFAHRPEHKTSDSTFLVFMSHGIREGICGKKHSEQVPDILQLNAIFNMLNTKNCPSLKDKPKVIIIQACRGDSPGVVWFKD
Target sequence (P29466 317-404 limits assumed): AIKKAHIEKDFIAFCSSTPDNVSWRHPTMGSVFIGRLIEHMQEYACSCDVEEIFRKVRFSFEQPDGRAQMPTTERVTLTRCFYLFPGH
HADH2 inh – qHTS Assay for Inhibitors of HADH2 (Hydroxyacyl-Coenzyme A Dehydrogenase, Type II); Potency, µM (titrated, usually from 57.1 µM), for the others: top-dose activity change, negative = inhibition, actives largely listed as inhibitors; 3.4% of 73,000 active; AID 886, 2007; 3-hydroxyacyl-CoA dehydrogenase type-2 (Homo sapiens), Q99714; recombinant HADH2, NADH fluorescence, beta-hydroxybutyryl-CoA; also: potency is read from the fitted curve at half-maximal effect; % is scaled to controls: 0 for no effect and ±100 for the full control effect; nearly all actives have a fitted effect of over 60% in size; many of its hits are not listed in these tables
Target sequence (Q99714 whole entry, looked up, one chain of several): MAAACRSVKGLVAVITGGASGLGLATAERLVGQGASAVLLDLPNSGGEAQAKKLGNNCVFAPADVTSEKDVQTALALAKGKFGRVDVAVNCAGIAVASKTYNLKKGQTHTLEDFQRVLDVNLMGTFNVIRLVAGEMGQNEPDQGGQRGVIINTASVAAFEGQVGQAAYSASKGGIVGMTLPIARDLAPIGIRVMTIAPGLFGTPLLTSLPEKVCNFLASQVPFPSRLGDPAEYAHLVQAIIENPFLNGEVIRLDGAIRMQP
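NADH fluorescence (ex 360/em 450 nm) read every 30 s for 4 min; activity taken as last-minus-first time point difference. Enzyme 20 nM, NAD+ 1 mM, beta-hydroxybutyryl-CoA 90 uM, pH 9.0 Tris buffer.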
The depositor's hits bear a star; i = inactive; ? = inconclusive; · = not tested or not shown; [ ] = another dose, or the depositor's remark. Unless noted, calls follow the shape of the dose curve; as a rule, active = well fitted curve in the direction sought with a large enough effect; inconclusive = small, poorly fitted or top-dose-only effect, or another doubt; inactive = no such curve, though single readings can be large; an effect the other way counts as inactive or inconclusive.

SMILES	BRCT inh green	Tau fil binding	Rhodamine autofl	DNA Pol III inh	BRCT PPI red	15-hLO inh	USP2a inhib	Casp7 inh	HEK293 cAMP cs	Casp1 inh	HADH2 inh
CC(C)NC(=O)CCCn1c(=S)[nH]c2cc3c(cc2c1=O)OCO3	-2.4%	-1.6%	i	-4.2%	-1.1%	4.4%	-4.3%	-0.2%	8.7%	-2.8%	?
CCOC(=O)N1CCC(NC(=O)CCC(=O)c2ccccc2)CC1	-1.8%	8.1%	i	0.4%	-1.1%	3.2%	7.1%	0.2%	4.7%	1.6%	-6.5%
Cc1cccc(NC(=O)Cn2c(=O)n3nc(CCn4nc(C)cc4C)nc3c3ccccc32)c1	0.6%	-24.3%	i	-0.5%	0.8%	0.7%	58.2%[activator]	2.2%	-4.6%	1.7%	-8.8%
O=C(CSc1nnc(Cn2c(=O)sc3ccccc32)n1-c1ccccc1)N1CCCC1	-0.7%	-27.5%	·	-11.8%	-0.1%	2.9%	·	0.4%	-1.9%	-2.5%	-1.6%
Cc1nc2c(ccc3nc(NC(=O)c4ccc5c(c4)OCCO5)sc32)s1	3.5%	i	i	-5.6%	3.2%	?	17.6%	0.4%	?	1.2%	25.1µM*
CCn1c(SCC(=O)Nc2ccccc2N2CCOCC2)nnc1-c1ccccc1O	-1.5%	-11.0%	i	-2.9%	-0.1%	-14.9%	15.7%	0.4%	5.6%	1.2%	6.0%
CNc1ccccc1-n1ccc(-c2ccccc2)n1	0.2%	-7.4%	i	5.3%	-0.5%	1.1%	-4.5%	-2.7%	-0.3%	0.8%	-2.0%
CS(=O)(=O)c1ccc(-c2nn[nH]n2)cc1	0.6%	-2.6%	i	-5.9%	-0.2%	-5.3%	-2.7%	-1.2%	4.1%	-0.1%	9.0%
O=P(c1ccccc1)(c1ccccc1)C(O)c1ccco1 (stereo not drawn)	-2.1%	-8.7%	·	-3.5%	0.8%	-1.8%	·	-1.3%	9.0%	0.9%	?
O=C(NCc1cccs1)C1CCCN(S(=O)(=O)c2cccc3cccnc23)C1 (stereo not drawn)	-0.4%	1.2%	·	2.1%	0.6%	-2.0%	·	-0.5%	20.9%	0.6%	-5.7%
O=c1[nH][nH]c(=S)c(=O)[nH]1	0.5%[15.4 µM]	-5.8%[11.4 µM]	i	0.4%[11.4 µM]	0.5%[15.4 µM]	-23.0%[11.4 µM]	·	-1.2%[11.5 µM]	?	1.8%[11.5 µM]	0.794µM*
COc1ccc(C2CC(=O)c3cnc(NC(=O)c4cccc(OC)c4)nc3C2)cc1 (stereo not drawn)	-4.8%	-24.5%	i	11.3%	-1.2%	-1.8%	42.6%[activator]	0.9%	?	-2.2%	10.3%

Further compounds follow:
SMILES	BRCT inh green	Tau fil binding	Rhodamine autofl	DNA Pol III inh	BRCT PPI red	15-hLO inh	USP2a inhib	Casp7 inh	HEK293 cAMP cs	Casp1 inh	HADH2 inh
c1cncc(-c2nnc(SCCSc3nnc(-c4cccnc4)o3)o2)c1	-0.8%	4.5%	i	-3.5%	-1.3%	10.2%	-2.9%	1.2%	-5.6%	-1.1%	-14.8%
CCOC(=O)N1CCN(C(=O)c2nn(-c3ccc(C)cc3)c(=O)c3c2c2ccccc2n3C)CC1	0.3%	-1.7%	i	-6.9%	0.7%	?	15.3%	-1.1%	?	-0.2%	7.9%
COc1cccc(-c2nccc(NCc3ccccc3OC)n2)c1	-2.4%	-14.1%	i	4.2%	-1.6%	25.1µM*	50.9%[activator]	-4.4%	29.0%	-3.3%	-11.2%
CCCS(=O)(=O)N1CCCC(C(=O)NCc2ccco2)C1 (stereo not drawn)	-2.7%	9.8%	i	0.0%	1.6%	0.0%	3.6%	0.2%	10.5%	-1.9%	9.9%
CN(C)c1oc(COc2ccccc2F)nc1C#N	-0.6%	0.8%	i	-0.6%	1.0%	4.3%	3.2%	0.2%	0.4%	1.5%	1.1%
COc1cc(NC(=O)c2ccc3c(=O)n(Cc4ccco4)c(=S)[nH]c3c2)cc(OC)c1OC	1.7%	-17.5%	i	2.8%	0.0%	?	24.2%	-5.0%	2.0%	-0.8%	-24.7%
Cc1ccc(-n2c(SCC(=O)N3CCCC3)nc3c(c2=O)SCC3)cc1	4.6%	6.6%	i	0.5%	0.4%	9.5%	0.2%	2.5%	16.1%	0.5%	0.5%
O=C(O)C1C2C=CC(O2)C1C(=O)NCCC1=CCCCC1 (stereo not drawn)	-0.5%	-4.4%	i	-1.3%	-3.4%	8.3%	-10.5%	-0.7%	4.7%	-1.9%	-5.2%
COc1ccc2[nH]cc(CCNc3ncnc4ccc(-c5ccc6c(c5)OCO6)cc34)c2c1	1.2%	72.0%	i	0.2%	-0.8%	7.8%	?	-7.8%	-10.6%	-8.7%	-10.8%
O=c1cc(CO)oc(CN2CCCC2)c1O	1.8%	30.8%	i	-4.9%	-0.3%	-17.3%	0.3%	-8.8%	-0.4%	-13.2%	-4.7%
CC(C)Nc1nc(NC(C)C)nc(C(N)=O)n1	2.2%	-7.4%	i	-2.5%	0.6%	23.4%	-4.1%	-2.6%	6.5%	1.2%	5.0%
COc1ccc2oc(=O)c(C(=O)N3CCCc4ccccc43)cc2c1	-0.4%	-8.3%	i	-2.1%	1.0%	-1.2%	0.8%	-1.5%	-9.1%	0.3%	10.4%

The results go on:
SMILES	BRCT inh green	Tau fil binding	Rhodamine autofl	DNA Pol III inh	BRCT PPI red	15-hLO inh	USP2a inhib	Casp7 inh	HEK293 cAMP cs	Casp1 inh	HADH2 inh
O=C(Cn1nnc(-c2ccc(Cl)cc2)n1)NCC1CCCCC1	-1.6%	4.6%	i	-3.8%	1.3%	-4.6%	-0.6%	-1.4%	?	-0.9%	7.7%
Cc1occc1C(=O)Nc1ccc2c(c1)OCCO2	-0.3%	-2.6%	i	-2.9%	1.6%	6.1%	3.1%	-0.1%	-1.2%	-0.9%	-3.2%
CC1CCCC(NC(=O)c2ccc3c(=O)n(CC4CCCO4)c(=O)[nH]c3c2)C1C (stereo not drawn)	-0.9%	5.0%	i	0.2%	0.9%	1.4%	21.2%	1.8%	3.5%	0.6%	66.4%[activator]
Cc1occc1C(=O)Nc1cccc2ccccc12	-0.9%	-18.9%	i	1.5%	-0.5%	-7.7%	-1.0%	-1.0%	-9.0%	2.3%	-23.3%
CN1C(=O)c2cccc(NCCCN3C(=O)c4ccccc4C3=O)c2C1=O	10.7%	120.9%	i	5.4%	0.2%	2.6%	13.0%	-25.4%	13.7%	?	16.0%
Cc1nc2cnc(N3CCN(C)CC3)nc2n(C2CC2)c1=O	-1.1%	?	i	-2.8%	-0.2%	4.7%	205.1%[activator]	-23.8%	2.5%	-18.7%	23.4%
CCCc1[nH]nc2c1C(CCc1ccccc1)C(C#N)=C(N)O2 (stereo not drawn)	-2.6%	-18.9%	i	4.3%	-5.3%	?	28.9%	-1.5%	10.2%	1.7%	-13.7%
CS(=O)(=O)NCc1nnc(SCc2ccccc2C(F)(F)F)o1	-0.4%	1.4%	i	-2.7%	0.6%	1.5%	5.3%	0.6%	15.0%	-0.4%	1.2%
Cc1cc(C)cc(CC2CC(=O)N(c3ccc4c(c3)OCCO4)C2=O)c1 (stereo not drawn)	-0.2%	-16.4%	i	-4.2%	-0.4%	-5.2%	5.7%	-1.3%	13.6%	-1.6%	7.8%
COc1ccccc1CN1CCCC2(CCN(C(=O)c3cnccn3)CC2)C1	-4.8%	-5.1%	i	-0.5%	0.1%	5.8%	14.6%	-0.1%	37.7%	-3.6%	4.0%
O=C(C(Cc1ccccc1)n1cccc1)N1CCN(Cc2ccccc2)CC1 (stereo not drawn)	0.6%	-20.5%	·	-2.2%	1.1%	2.2%	·	-0.3%	23.3%	-1.1%	-1.5%
COc1ccc(OC)c(CCNC(=O)CS(=O)(=O)Cc2nc(-c3ccc(C)cc3)oc2C)c1	0.6%	5.5%	i	1.3%	-0.1%	-13.8%	11.4%	-1.1%	?	-0.4%	5.6%
Cc1nnc(SCC(=O)N2c3ccccc3CC2C)s1 (stereo not drawn)	0.1%	12.4%	i	-4.4%	0.6%	-3.1%	·	1.4%	-2.1%	-2.1%	2.0%

The list is partial. The share of hits here may be higher or lower than overall.
